# C diff growth = inhibitors of Clostridium difficile growth. Clostridium difficile clinical isolate growth, OD600, 24 h; active compounds read low. growth activity, negative = inhibition, % at 16 µg/mL (by protocol). 86,000 compounds, 0.25% hits. AID 1259249;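 active = mean growth activity at or below -80% and every replicate also at or below -80%; inconclusive = mean at or below -80% but some replicate above -80%; inactive = mean growth activity above -80%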;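 also: 0% = DMSO wells and -100% = levofloxacin 16 µg/mL wells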
# KDM4C inh = inhibitors of human demethylase GASC-1 KDM4C; 96,000 compounds, 0.15% hits; Q9H3R0; GST-KDM4C 2-372, H3K9me3 peptide, LANCE TR-FRET; inhibition, % at 12.5 µM;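 active = mean replicate inhibition above about 25%, with at least 55% of replicates also reaching it, limit read from the data, passing the limit was not always enough; inconclusive = only one of those two conditions met; inactive = neither condition met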
# Target sequence (Q9H3R0 2-372 limits assumed): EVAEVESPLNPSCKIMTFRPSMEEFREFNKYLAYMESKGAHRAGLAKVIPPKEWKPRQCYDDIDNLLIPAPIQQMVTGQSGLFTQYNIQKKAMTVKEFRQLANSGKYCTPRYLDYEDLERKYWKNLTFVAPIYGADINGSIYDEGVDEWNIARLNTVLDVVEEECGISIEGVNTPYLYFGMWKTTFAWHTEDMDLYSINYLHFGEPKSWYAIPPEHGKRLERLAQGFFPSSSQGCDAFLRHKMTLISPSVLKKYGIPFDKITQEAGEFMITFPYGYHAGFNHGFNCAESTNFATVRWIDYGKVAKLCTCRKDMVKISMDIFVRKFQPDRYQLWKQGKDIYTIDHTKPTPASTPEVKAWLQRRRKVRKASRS
#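 Compound: one test concentration per compound; Material: GST-GASC-1 enzyme fragment 2-372; Amount: GASC-1 enzyme at 10 nM final in reaction; Also added: H3K9me3 peptide substrate, Fe(II), 2-oxoglutarate; Technique: LANCE TR-FRET; Times: 30 min demethylation and 1 h detection at room temperature.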
# T cruzi growth = inhibitors of T. cruzi proliferation; inhibition, % at 8.34 µM; 77,000 compounds, 5.9% hits; T. cruzi beta-gal in NIH3T3, GalScreen luminescence, 90 h; AID 624255;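 active = mean inhibition above about 93%, with at least 55% of replicates each passing it, limit read from the data, passing the limit was not always enough; inconclusive = only one of those two conditions holds; inactive = neither condition holds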
# Pf Dd2 inh = inhibitors of Plasmodium falciparum Dd2 growth; P. falciparum Dd2 growth, SYBR Green, 72 h; active compounds read low; activity change, % at 10 µM; 94,000 compounds, 2.3% hits; in the data active = activity change below about -80%; inconclusive = no clear call, values can overlap the other calls
# * marks the source's active call; other numbers are inactive results; ? = inconclusive; / = not tested or not shown; & = joins results of further samples. Not a hit list. Share with any hit: about 6.8%.
SMILES,C diff growth,KDM4C inh,T cruzi growth,Pf Dd2 inh
Cc1noc(C)c1S(=O)(=O)N(C)C[C@@H]1Oc2ccc(N(C)C)cc2CC(=O)N([C@@H](C)CO)C[C@@H]1C,-2,0.6,12,-10
C[C@H]1CN([C@@H](C)CO)C(=O)c2cccc(NC(=O)Nc3ccc(C(F)(F)F)cc3)c2O[C@@H]1CN(C)Cc1ccc(Cl)c(Cl)c1,24,-1.0,?,-25
C[C@H](CO)N1C[C@H](C)[C@H](CN(C)CC2CCCCC2)OCCCC[C@H](C)Oc2ccc(NS(=O)(=O)c3ccc(Cl)cc3)cc2C1=O,-50,-0.7,65,-69
Cc1ccc(S(=O)(=O)N[C@@H]2CC[C@H](CCNC(=O)C3CCCC3)O[C@@H]2CO)cc1,3,-0.9,/,-6
C[C@@H]1CCCCO[C@@H](CN(C)C(=O)c2ccncc2)[C@@H](C)CN([C@@H](C)CO)C(=O)c2cc(NC(=O)C3CCCCC3)ccc2O1,-1,3.7,56,-21
CN1CCN(C(=O)C[C@H]2CC[C@@H]3[C@H](COC[C@H](O)CN3C(=O)c3ccccc3F)O2)CC1,4&3,2.0,-13,/
COc1ccc2c3c([nH]c2c1)[C@H](CO)N(Cc1ccccc1F)CC31CCN(CC2CC2)CC1,5,2.4,/,-70
C[C@@H]1CN([C@@H](C)CO)C(=O)c2ccccc2-c2ccccc2CO[C@H]1CN(C)C(=O)Nc1ccnc(N2CCOCC2)c1,-11,-1.0,109*,-12
OC[C@H]1[C@H](c2ccccc2)C2(CN(Cc3cccnc3)C2)N1Cc1ccncc1,-4,2.2,/,-35
C[C@H]1CN([C@@H](C)CO)C(=O)c2cccc(NS(=O)(=O)c3ccccc3)c2O[C@H]1CN(C)Cc1ccc(C(=O)O)cc1,5,0.1,12,20
CC(C)NC(=O)N(C)C[C@H]1Oc2ncc(C#CC3CC3)cc2C(=O)N([C@H](C)CO)C[C@@H]1C,-4,0.4,/,-11
C[C@@H]1CN([C@@H](C)CO)C(=O)c2cc(NC(=O)Nc3ccccc3)ccc2O[C@@H](C)CCCCO[C@@H]1CN(C)Cc1ccccc1,/,-0.3,/,-54
CO[C@@H](CN(C)C(=O)c1ccccc1F)[C@@H](C)CN([C@@H](C)CO)S(=O)(=O)c1ccc(Cl)cc1,/,0.9,-22,7
CCC(=O)N[C@H]1C=C[C@H](CC(=O)NCc2ccccc2OC)O[C@@H]1CO,2,0.3,-78,-4
CO[C@H]1CN(C)C(=O)c2ccc(NC(=O)NC(C)C)cc2OC[C@@H](C)N(Cc2ccccn2)C[C@@H]1C,/,2.4,100*,-40
C[C@@H]1CN([C@@H](C)CO)C(=O)CCCn2cc(nn2)CO[C@H]1CN(C)C(=O)Nc1ccccc1F,-2&-1,-0.4,-15&-9,-14&16
Cc1ccccc1-c1cnc2c(c1)C(=O)N([C@H](C)CO)C[C@@H](C)[C@H](CN(C)C(=O)c1ccccc1)O2,-4,-0.4,-26,-19
COc1ccc(-c2cnc3c(c2)C(=O)N([C@H](C)CO)C[C@@H](C)[C@H](CN(C)C(=O)NC2CCCC2)O3)cc1,-1,2.2,9,-34
CC(C)NC(=O)N(C)C[C@@H]1OCCCC[C@@H](C)Oc2ccc(NC(=O)C3CCCCC3)cc2C(=O)N([C@@H](C)CO)C[C@@H]1C,0,0.8,-18,-41
COc1cccc(CNC(=O)C[C@@H]2CC[C@H]3[C@H](COc4ccc(NS(=O)(=O)c5ccccc5F)cc4C(=O)N3C)O2)c1,/,0.2,5,14

# Profiles from above:
# CO[C@H]1CN(C)C(=O)c2ccc(NC(=O)NC(C)C)cc2OC[C@@H](C)N(Cc2ccccn2)C[C@@H]1C is listed with C diff growth: /; KDM4C inh: 2.4; T cruzi growth: 100*; Pf Dd2 inh: -40
# CC(C)NC(=O)N(C)C[C@H]1Oc2ncc(C#CC3CC3)cc2C(=O)N([C@H](C)CO)C[C@@H]1C is listed with C diff growth: -4; KDM4C inh: 0.4; T cruzi growth: /; Pf Dd2 inh: -11

# The main list resumes; the 6 compounds before the break are reprinted first.
SMILES,C diff growth,KDM4C inh,T cruzi growth,Pf Dd2 inh
CO[C@H]1CN(C)C(=O)c2ccc(NC(=O)NC(C)C)cc2OC[C@@H](C)N(Cc2ccccn2)C[C@@H]1C,/,2.4,100*,-40
C[C@@H]1CN([C@@H](C)CO)C(=O)CCCn2cc(nn2)CO[C@H]1CN(C)C(=O)Nc1ccccc1F,-2&-1,-0.4,-15&-9,-14&16
Cc1ccccc1-c1cnc2c(c1)C(=O)N([C@H](C)CO)C[C@@H](C)[C@H](CN(C)C(=O)c1ccccc1)O2,-4,-0.4,-26,-19
COc1ccc(-c2cnc3c(c2)C(=O)N([C@H](C)CO)C[C@@H](C)[C@H](CN(C)C(=O)NC2CCCC2)O3)cc1,-1,2.2,9,-34
CC(C)NC(=O)N(C)C[C@@H]1OCCCC[C@@H](C)Oc2ccc(NC(=O)C3CCCCC3)cc2C(=O)N([C@@H](C)CO)C[C@@H]1C,0,0.8,-18,-41
COc1cccc(CNC(=O)C[C@@H]2CC[C@H]3[C@H](COc4ccc(NS(=O)(=O)c5ccccc5F)cc4C(=O)N3C)O2)c1,/,0.2,5,14
C[C@H]1CN([C@@H](C)CO)C(=O)c2cc(NC(=O)CCN3CCOCC3)ccc2O[C@H]1CN(C)C,1,2.2,/,6
CCC(=O)N(C)C[C@H]1N[C@@H](CO)[C@H]1c1ccc(-c2cccc(C#N)c2)cc1,1,0.2,/,5
CN(C)C(=O)c1cccc(-c2ccccc2[C@H]2[C@H](C#N)N(C(=O)C3CCC3)[C@H]2CO)c1,-2,-0.1,/,13
C[C@H]1CCCCO[C@@H](CN(C)Cc2ccncc2)[C@@H](C)CN([C@@H](C)CO)C(=O)c2cc(NS(=O)(=O)c3cn(C)cn3)ccc2O1,2,2.0,-86,-2
CC=Cc1ccc2n(c1=O)C[C@H]1[C@H](CO)[C@@H](C(=O)NC3CCCC3)N[C@@H]21 (mixture of isomers),3,-2.4,/,7
CCC(=O)N(C)C[C@H]1Oc2ncc(/C=C/c3ccccc3)cc2C(=O)N([C@H](C)CO)C[C@@H]1C,-11,1.8,5,-19
O=C(CC1CC1)Nc1ccc2c(c1)[C@H]1C[C@H](CC(=O)N3CCOCC3)O[C@@H](CO)[C@H]1O2,1,-1.2,4,25
CO[C@H]1CN(C)C(=O)c2cc(NC(=O)Nc3c(C)noc3C)ccc2OC[C@@H](C)N(C)C[C@H]1C,-4,1.2,-11,-11
Cc1ccc(S(=O)(=O)N(C)C[C@@H]2OCCCC[C@@H](C)Oc3ccc(NC(=O)Nc4ccc5c(c4)OCO5)cc3C(=O)N([C@@H](C)CO)C[C@H]2C)cc1,/,-0.3,/,-74
CCC(=O)Nc1ccc2c(c1)C(=O)N(C)[C@@H]1CC[C@H](CC(=O)NCc3ccc(OC)cc3)O[C@@H]1CO2,-2,0.1,-12,-36
N#C[C@H]1[C@@H](c2ccc(C3=CCCC3)cc2)[C@@H](CO)N1C(=O)NC1CCCC1,2,4.3,54,28
O=C(Nc1ccc(F)cc1)N[C@H]1CC[C@@H](CCNS(=O)(=O)c2ccccc2F)O[C@@H]1CO,5,0.8,/,/
COc1ccccc1-c1cn(CC[C@H]2CC[C@@H](NC(=O)C3CCCC3)[C@H](CO)O2)nn1,-3,1.1,/,6
C/C=C/c1ccc([C@@H]2[C@@H](CN(C)C(C)=O)N(C(=O)C3CC3)[C@H]2CO)cc1,-4,0.4,-20,3
Cc1ccccc1-c1cnc2c(c1)C(=O)N([C@H](C)CO)C[C@H](C)[C@@H](CN(C)Cc1ccncc1)O2,1,-0.3,14,40
CO[C@H]1CN(C)C(=O)c2ccc(NS(C)(=O)=O)cc2OC[C@H](C)N(Cc2cccnc2)C[C@H]1C,-2,0.3,25,12
C[C@@H]1CN([C@H](C)CO)C(=O)c2cc(NC(=O)CCCN(C)C)ccc2O[C@@H](C)CCCCO[C@H]1CN(C)C(=O)CCCN(C)C,-5,3.4,/,-1
CC(C)NC(=O)N(C)C[C@@H]1Oc2ccc(NC(=O)CCN3CCOCC3)cc2CC(=O)N([C@H](C)CO)C[C@H]1C,-4,1.7,/,5
Cc1cccc(S(=O)(=O)N2C[C@@H]3N[C@H](C2)C3c2ccc(-c3cccc(C#N)c3)cc2)c1 (stereo partly drawn),-5&21,-0.4&-2.2,/,-58&-57
CC(C)NC(=O)N(C)C[C@@H]1Oc2ncc(C#CC3CC3)cc2C(=O)N([C@@H](C)CO)C[C@@H]1C,3,-0.7,/,-4
C[C@@H]1CN([C@@H](C)CO)C(=O)c2cc(NC(=O)Cc3cn(C)c4ccccc34)ccc2O[C@H]1CN(C)Cc1ccc(C(=O)O)cc1,-1,2.0,/,-1
CN(C)CC(=O)N[C@H]1C=C[C@@H](CC(=O)NCCN2CCCCC2)O[C@@H]1CO,/,0.7,-101,10
CN1c2ccc(-c3ccccc3)cc2[C@H]2[C@H](CCN2C(=O)c2ccc3c(c2)OCO3)[C@H]1CO,-21,-1.7,92,-4
Cc1ccc(S(=O)(=O)Nc2ccc3c(c2)CC(=O)N([C@H](C)CO)C[C@@H](C)[C@@H](CN(C)C(=O)Nc2ccccc2)O3)cc1,-3,-0.1,19,9
Cc1noc(C)c1S(=O)(=O)Nc1cccc2c1O[C@H](CN(C)Cc1ccc(C(=O)O)cc1)[C@H](C)CN([C@@H](C)CO)C2=O,-1,0.7,-37,31
N#C[C@H]1[C@H](c2ccc(C#Cc3ccc(F)cc3)cc2)[C@H](CO)N1C(=O)C1CC1,-16,-1.7,114*,-29
O=C(Cc1ccccn1)NCC[C@@H]1CC[C@@H](NC(=O)Nc2ccc(Cl)cc2)[C@H](CO)O1,-1,0.8,-67,-33
CN1C(=O)c2cc(NC(=O)c3ccccc3Cl)ccc2OC[C@H]2O[C@@H](CC(=O)O)CC[C@@H]21,6,/,9,-17
COCc1cn(CC[C@@H]2CC[C@@H](NC(=O)c3ccncc3)[C@@H](CO)O2)nn1,/,-0.9,127*,2
C/C=C/c1ccc([C@H]2[C@@H](CN(C)S(C)(=O)=O)N(C(=O)CC)[C@H]2CO)cc1,-1,1.1,79,6
C[C@@H]1CCCCO[C@@H](CN(C)C(=O)Nc2ccc3c(c2)OCO3)[C@@H](C)CN([C@H](C)CO)C(=O)c2cc(NC(=O)c3ccncc3)ccc2O1,0,19,39,54
Cn1cnc(S(=O)(=O)N2CCCCN3[C@H](CO)[C@H](c4ccc(-c5ccc(F)cc5)cc4)[C@H]3C2)c1,-4,0.3,?,44
C[C@H](NC(=O)C[C@H]1C=C[C@@H](NC(=O)Nc2ccc3c(c2)OCO3)[C@H](CO)O1)c1ccccc1,/,0.0,19,3
CCCNC(=O)N1CC2(C1)CN(Cc1cccc(OC)c1)[C@@H](CO)c1[nH]c3cc(OC)ccc3c12,-5,0.0,/,-28
O=C(C[C@H]1C=C[C@@H](NC(=O)c2ccncc2)[C@H](CO)O1)NCC1CCCCC1,0,-3.8,/,/
COc1cccc(NC(=O)N(C)C[C@@H]2Oc3cc(C#Cc4ccc(F)cc4)ccc3S(=O)(=O)N([C@@H](C)CO)C[C@H]2C)c1,7,0.0,105*,-44
O=C(CN1CCOCC1)N[C@@H]1CC[C@H](CCn2cc(C3CCCCC3)nn2)O[C@@H]1CO,-5,0.8,-33,-2
COc1cccc(CN2[C@H](CO)[C@@H](c3ccccc3)C23CN(C(=O)C2CCCCC2)C3)c1,2,-0.2,/,-16
COc1ccc(OC(=O)N(C)C[C@H]2OCc3ccccc3-c3ccccc3C(=O)N([C@H](C)CO)C[C@H]2C)cc1,-9,-0.1,8,-18
CC(C)NC(=O)N(C)C[C@@H]1OCCCC[C@@H](C)Oc2ccc(NC(=O)Nc3ccc(C(F)(F)F)cc3)cc2C(=O)N([C@@H](C)CO)C[C@@H]1C,12,0.1,98,?
C[C@@H](NC(=O)C[C@H]1C[C@H]2c3cc(NC(=O)c4cccnc4)ccc3O[C@H]2[C@H](CO)O1)c1ccccc1,/,-0.8,58,-13
C[C@@H]1CN([C@H](C)CO)S(=O)(=O)c2ccc(Br)cc2O[C@@H]1CN(C)Cc1ccncc1,1,1.9,13,6
O=C(N[C@H]1CC[C@H](CC(=O)N2CCOCC2)O[C@H]1CO)c1ccccn1,-1,1.3,2,6
O=C(C[C@@H]1CC[C@@H]2[C@H](COC[C@H](O)CN2S(=O)(=O)c2cccc(Cl)c2)O1)NC1CCCC1,/,-0.7,19,-4
CO[C@H]1CN(C)C(=O)c2cc(NC(=O)NC(C)C)ccc2OC[C@H](C)N(C)C[C@@H]1C,-3,0.3,-22,23
Cc1ccc(S(=O)(=O)Nc2ccc3c(c2)CC(=O)N([C@H](C)CO)C[C@@H](C)[C@H](CN(C)C(=O)Nc2cccc4ccccc24)O3)cc1,6,-1.7,18,-12

# Bioassay records (PubChem)
